Compound activity as filed in PubChem.
APOBEC3A inh – blocks human APOBEC3A ssDNA deamination; 330,000 compounds, 0.41% hits; inhibition, % at 20 µM; recombinant A3A, FAM/TAMRA ssDNA deamination fluorescence;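 active means at least 40% inhibition at 20 µM here, with at most 30% in a related deaminase screen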;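 further: plate controls were A3A with DMSO for no effect and wells lacking A3A enzyme for full effect; some results filed as inactive read as strong as hits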
MPTP inh – permeability transition pore inhibition; isolated mouse mitochondria, Ca2+ swelling absorbance, 30 min; inhibition, % at 10 µM; 360,000 compounds, 1.4% hits;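 active means inhibition of 50% or more, scaled per plate between neutral and stimulator controls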;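 further: 0% = DMSO wells given calcium and 100% = 1 mM EGTA wells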
A3G deaminase – APOBEC3G (human) deaminase inhibition | inhibition, % at 20 µM | AID 493012 | 330,000 compounds, 0.28% hits | recombinant A3G, ssDNA deamination FAM/TAMRA fluorescence;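 active means inhibition of at least 40% at 20 µM, with no more than 30% in the related APOBEC3A deaminase screen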;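 further: plate controls were DMSO wells with A3G for no effect and wells lacking A3G enzyme for full effect; some compounds called inactive have numbers as strong as hits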
mIAP activ – increases mouse intestinal alkaline phosphatase activity | muIAP, CDP-Star luminescence, 30 min; hits give high values; 1 = vehicle-only enzyme signal, 0 = enzyme-free wells | activation factor at 10 µM | 330,000 compounds, 0.24% hits;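 active means activation factor of at least 2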; further: the source names both 10 and 20 µM as test concentration; values of inactives mirror those of a sister screen read the other way
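System: Mouse IAP enzyme | Also added: CDP-Star substrate | Dosing: Compounds dispensed in DMSO | Schedule: 30 min enzyme-substrate-compound incubation at room temperature | Technique: Chemiluminescence readout | Control set: DMSO-only wells and no-enzyme negative control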
mIAP block – blocks mouse intestinal alkaline phosphatase | purified mouse IAP, CDP-Star luminescence, 30 min | inhibition, % at 10 µM | 330,000 compounds, 0.2% hits;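 active means inhibition of at least 40% at 10 µM in the primary screen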;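 further: plate controls were DMSO with enzyme for no effect and no enzyme wells for full effect; values of inactives mirror those of a sister screen read the other way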
hIAP inh – blocks human intestinal alkaline phosphatase. purified IAP, CDP-Star luminescence, 30 min. inhibition, % at 10 µM. 330,000 compounds, 0.12% hits. P09923. AID 2544;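 active means inhibition reaching a set limit with compound at 10 µM in the primary screen, cut at about 35% in these data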;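 further: plate controls were DMSO wells with enzyme for no effect and no-enzyme buffer wells for full effect; values of inactives mirror those of a sister screen read the other way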
Target sequence (P09923 whole entry, looked up): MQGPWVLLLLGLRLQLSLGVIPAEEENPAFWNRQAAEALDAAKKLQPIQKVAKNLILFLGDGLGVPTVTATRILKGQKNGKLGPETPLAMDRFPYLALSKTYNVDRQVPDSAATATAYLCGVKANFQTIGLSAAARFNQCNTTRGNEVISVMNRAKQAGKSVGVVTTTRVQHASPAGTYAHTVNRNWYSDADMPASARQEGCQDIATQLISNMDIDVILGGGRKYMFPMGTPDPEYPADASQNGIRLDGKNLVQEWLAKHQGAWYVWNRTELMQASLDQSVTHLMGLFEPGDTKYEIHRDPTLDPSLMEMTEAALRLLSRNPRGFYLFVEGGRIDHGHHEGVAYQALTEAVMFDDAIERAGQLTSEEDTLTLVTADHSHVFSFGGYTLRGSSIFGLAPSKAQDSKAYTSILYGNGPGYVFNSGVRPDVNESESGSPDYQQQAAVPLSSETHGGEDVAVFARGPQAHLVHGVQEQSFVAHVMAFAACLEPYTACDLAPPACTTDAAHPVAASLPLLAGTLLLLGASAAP
beta cell repl – MIN6 beta-cell proliferation induction | 330,000 compounds, 0.29% hits | MIN6 cells proliferation, ATPlite luminescence, 48 h; cells starved in 0.2% serum; 100% = growth in 10% serum | proliferation, % at 10 µM;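 active means compounds whose signal lies at least 3.5 SD above the mean of all wells on their plate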;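 further: 0% = DMSO-treated cells in low-serum medium and 100% = 10% serum control; some compounds called inactive have numbers as strong as hits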
hIAP act – increases human intestinal alkaline phosphatase activity. activation factor at 10 µM. P09923. purified human IAP, CDP-Star luminescence, 30 min; hits give high values; 1 = vehicle-only enzyme, 0 = enzyme-free background. 330,000 compounds, 0.16% hits. AID 2524;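 active means activation factor of the enzyme at least 2-fold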; further: the source names both 10 and 20 µM as test concentration; values of inactives mirror those of a sister screen read the other way
ATG4B inhibitor – inhibitors of human ATG4B cysteine protease; Q9Y4P1; ATG4B cleavage of LC3-PLA2, NBD-HPC fluorescence, 1 h; inhibition, % at 8.33 µM; 340,000 compounds, 0.51% hits; AID 504462; in the data active means inhibition above about 40%
Target sequence (Q9Y4P1 whole entry, looked up): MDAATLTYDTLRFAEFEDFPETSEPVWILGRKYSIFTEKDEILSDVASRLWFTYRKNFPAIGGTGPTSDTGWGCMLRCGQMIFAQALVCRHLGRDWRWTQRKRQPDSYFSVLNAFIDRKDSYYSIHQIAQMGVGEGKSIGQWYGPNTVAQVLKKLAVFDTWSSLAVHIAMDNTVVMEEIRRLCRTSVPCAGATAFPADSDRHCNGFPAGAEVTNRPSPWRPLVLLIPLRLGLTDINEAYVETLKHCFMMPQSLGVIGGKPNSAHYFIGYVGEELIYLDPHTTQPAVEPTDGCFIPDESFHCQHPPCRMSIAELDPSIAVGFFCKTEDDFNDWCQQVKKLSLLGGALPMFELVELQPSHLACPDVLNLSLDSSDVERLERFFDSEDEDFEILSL
The depositor's hits bear a star; nt = not tested or not shown. The order is random (roughly 3.3% active in at least one column).

Structure,MPTP inh,beta cell repl,mIAP activ,APOBEC3A inh,ATG4B inhibitor,hIAP inh,A3G deaminase,mIAP block,hIAP act
CCOc1ccc(C(=O)NNC(=O)CNC(=O)c2ccc(C)s2)cc1OC,-0.7,-1,1,-4,1,3,-10,-4,0.97
CCC(=O)Nc1nnc(S(=O)(=O)N2CCCCCC2)s1,-0.8,-5,1.1,-7,3,-22,-11,-14,1.2
COC(=O)c1cc(C(=O)c2ccc(C(C)(C)C)cc2)c[nH]1,-0.2,-1,1,4,29,6,5,-3,0.94
COc1ccc(NC(=S)NCCN2CCOCC2)c(OC)c1,-0.2,-2,0.95,-1,4,5,2,5,0.95
O=C(COc1cccnc1[N+](=O)[O-])N1CCN(S(=O)(=O)c2ccccc2)CC1,0.6,2,1,3,-11,5,-6,-2,0.95
C1CCCC(NC2=NCCO2)CCC1,-0.6,-3,0.95,-4,-2,6,10,5,0.94
O=C(/C=C/c1ccc(Cl)cc1Cl)NC(=S)Nc1ccc(CN2CCOCC2)cc1,3.9,-4,0.94,-4,-4,-5,-7,6,1
O=C(Nc1nnc(C2=COCCO2)o1)c1cccc(C(F)(F)F)c1,0.2,-4,1.1,2,4,-5,11,-10,1.1
Cc1ccc(-n2nnc(-c3cc4ccccc4n3C)n2)cc1,0.9,-4,0.98,-3,0,9,-6,2,0.91
CC1=NOC2(C1)/C(=N/O)CCC/C2=N\O (configuration not stated),-3.3,1,1,-1,12,-4,-2,-2,1
O=C(/C=C/c1cccs1)NC1CCS(=O)(=O)C1 (configuration not stated),-2.0,-2,0.95,-3,-1,7,-9,5,0.93
O=C(COC(=O)c1ccccc1Br)Nc1cccnc1Cl,-0.4,1,1,-2,-1,4,-6,-1,0.96
CCN1CCCC1CNC(=O)c1cc2c(C)nc3ccccc3c2o1 (configuration not stated),-0.7,-2,0.9,15,-1,-2,4,10,1
O=C(CCNC(=O)c1ccc(Cl)cc1)Nc1cccc(S(=O)(=O)N2CCCCCC2)c1,0.7,-5,1.1,1,-10,0,-9,-6,0.99
Cc1cccc(NC(=O)c2cc(=O)c3ccccc3o2)n1,1.7,5,0.9,0,-1,18,-6,10,0.82
CCOC(=O)c1c(S(=O)(=O)N2CCN(C3CCCCC3)CC2)c(C)n(C)c1C,-0.6,1,1.1,-6,1,-27,-9,-8,1.3
Cc1ccccc1CC1(CO)CCCN(C(=O)CCC(=O)c2ccccc2)C1 (configuration not stated),4.3,-1,0.88,-1,-10,4,-1,12,0.96
O=Cc1cn(CC(=O)NCC2CCCO2)c2ccccc12 (configuration not stated),3.5,-2,0.99,-3,1,-6,-2,1,1.1
O=C(CSc1nc2ncc(Cl)cc2[nH]1)NCCc1ccc(F)cc1,11,0,0.76,0,-9,-5,-10,24,1.1
Cn1cccc1/C=N/NC(=O)c1ccn[nH]1,1.6,-3,0.77,2,-2,-11,-2,23,1.1
O=C(CN1CCc2cc3c(cc2C1)OCCCO3)Nc1ccccc1,1.8,-1,1,-3,-29,-8,-9,0,1.1
CCSc1nnc(NC(=O)[C@H](C)N2C(=O)C3CC=CCC3C2=O)s1 (some centres not stated),-0.6,1,0.99,1,-15,-3,-5,1,1
CCCn1c(O)c(N=Nc2ccc3ccccc3n2)c2ccccc21,1.7,-5,0.81,1,-4,14,2,19,0.86
CCN1C(=O)CC(NNC(=O)c2ccc(Cl)cc2)C1=O (configuration not stated),-1.2,0,1,0,-5,-5,-1,-2,1.1
CC(=O)Nc1ccc(NC(=O)C(OC(=O)c2ccccc2)C(OC(=O)c2ccccc2)C(=O)O)cc1 (configuration not stated),0.6,5,0.9,2,2,-1,-10,10,1
C=CCOc1ccc(/C=N/NC(=O)C(C)Sc2ccccn2)cc1OC (configuration not stated),0.8,1,1,-1,-4,-7,1,-4,1.1
COc1cc(C(=O)NNC(=O)COc2cccc(F)c2)ccc1OCC(=O)N1CCOCC1,-0.1,0,0.92,-4,4,-3,-9,8,1
COc1ccc2cc(CN(CC3CCCO3)S(=O)(=O)c3ccccc3)c(=O)[nH]c2c1 (configuration not stated),-0.8,-1,0.97,4,2,17,-3,3,0.83
Cc1ccc(C(c2nnnn2CS(=O)(=O)c2ccc(C)cc2)N2CCC(C)CC2)cc1 (configuration not stated),2.1,-5,0.9,-4,-2,9,-5,10,0.91
CS(=O)(=O)N1CCC(C(=O)O)CC1,-1.0,0,0.98,-2,2,16,-3,2,0.84

Looked up above.
Result of CCSc1nnc(NC(=O)[C@H](C)N2C(=O)C3CC=CCC3C2=O)s1 (some centres not stated) under ATG4B inhibitor: -15
Result of O=C(CN1CCc2cc3c(cc2C1)OCCCO3)Nc1ccccc1 under A3G deaminase: -9

Going on with the list.
Structure,MPTP inh,beta cell repl,mIAP activ,APOBEC3A inh,ATG4B inhibitor,hIAP inh,A3G deaminase,mIAP block,hIAP act
CC1Cc2ccccc2C(CCc2ccccc2)=N1 (configuration not stated),0.4,-1,0.96,-2,-1,3,-3,4,0.97
CCn1nc(C)c(CNC(=O)c2ccc(OC3CCN(Cc4ccccn4)CC3)cc2)c1C,35,-7,1.1,-3,-4,-16,-4,-7,1.2
Cc1ccc(CSc2nc3ccccc3c(=O)n2CCCC(=O)NCc2ccco2)cc1,11,-3,1.1,-4,1,-12,-4,-7,1.1
Cc1cc(C)cc(OCC(=O)NCC2CCCO2)c1 (configuration not stated),0.2,-2,1.1,1,-5,-29,-5,-13,1.3
CN(CCc1ccccn1)C(=O)CCC1CCCN(C(=O)c2ccccn2)C1 (configuration not stated),1.5,-2,0.96,-1,2,-20,-1,4,1.2
O=C(CSc1ccc(C(F)(F)F)cc1[N+](=O)[O-])Nc1ccccc1,59*,-3,1,-4,-1,-15,-10,-4,1.2
CCCCn1c(N)c(N(CC(C)C)C(=O)c2cc3c(s2)CCCCC3)c(=O)[nH]c1=O,-0.6,-1,0.93,21,-9,8,-5,7,0.92
CCCc1nc2sc3ccccc3c(=O)c2c(=O)n1CCOC,nt,0,1,-2,nt,7,-6,-2,0.93
CCC1CCCCN1C(=O)CCc1nnc(Cc2cc(OC)ccc2OC)o1 (configuration not stated),1.6,0,0.94,2,-9,-3,0,6,1
O=C1N[C@@H](Cc2ccccc2)C(=O)N2[C@@H]1C[C@]1(Br)c3ccccc3N(S(=O)(=O)c3ccccc3)[C@H]21,nt,-2,1,0,-15,17,-6,-1,0.83
COCCC(=O)N1CCC(Oc2ccc(C(=O)N3CCCC(COC)C3)cc2)CC1 (configuration not stated),-0.3,-1,0.99,0,-3,-25,-2,1,1.3
O=C(Cn1ccc2ccccc2c1=O)NCCC(=O)Nc1ccc(F)cc1F,0.1,-4,0.99,-1,-2,3,2,0,0.97
COc1ccc(O)c(-c2[nH]ncc2C(=O)c2ccccc2)c1,-0.6,3,0.94,-4,-4,-75,-3,6,1.8
COC(=O)c1cccc(NC(=O)C(C)N2C(=O)c3ccccc3C2=O)c1 (configuration not stated),2.4,1,0.95,-1,-8,-3,-6,5,1
CCc1ccc(NC(=O)c2cc(C)on2)cc1,-1.1,-1,0.88,3,-3,5,-2,12,0.95
CCN(CC(=O)Nc1c(F)cccc1F)C(=O)Cc1n[nH]c(=O)c2ccccc12,-1.4,-4,0.94,-2,6,2,-10,6,0.97
O=C(CSc1ccc(F)cc1)NC12CC3CC(CC(C3)C1)C2,1.0,-2,1,4,-2,-1,-9,-5,1
CCc1cccc(OC2OC(CO)C(O)C(O)C2NC(C)=O)c1 (configuration not stated),-0.2,-4,0.9,1,-6,5,-6,10,0.95
COc1cccc(OCC(O)CN2CC(C)CC(C)C2)c1 (configuration not stated),-0.5,0,1.2,0,8,-22,-1,-22,1.2
Cc1ccc(S(=O)(=O)N2CCN(C(=O)CN3C(=O)NC4(CCCC4)C3=O)CC2)c(C)c1,-1.1,5,0.96,17,-10,9,-10,4,0.91
CCCCC(=O)N(CCOC)c1nnc(-c2ccccc2C)s1,0.6,0,0.94,-3,14,-6,-8,6,1.1
CS(=O)(=O)N1CCC(C(=O)Nc2ccc(Cl)cc2)CC1,-0.6,1,1,-4,-2,-21,-8,0,1.2
COc1ccc2[nH]c(C)c(CCNC(=S)Nc3cccc(C)c3)c2c1,-1.0,-6,1.9,-7,3,14,-9,-85,0.86
O=C(C[C@H]1C/C=C\CC[C@@H](Cc2ccc(F)cc2)C(=O)O[C@H](c2ccccc2)CNC1=O)N[C@H](CO)Cc1ccccc1,-0.3,-5,1.2,-5,-2,-4,-9,-17,1
COc1ccccc1CNc1ncc(-c2ccccc2)n1C,0.3,-6,0.97,-5,-7,-31,-5,2,1.3
COC(=O)c1ccc(C(=O)OC)c(NC(=S)N2CCCCC2)c1,-0.4,-2,0.97,-3,-17,6,-6,3,0.94
O=C(CN1CCN(C2CCCCC2)CC1)Nc1ccccc1N1CCCCC1,0.0,-3,0.97,1,34,3,1,3,0.97
Cc1nn(-c2ccccc2)c(C)c1C(=O)OCC(N)=O,1.0,-4,0.9,0,-2,-3,-7,10,1
CC(C)c1ccccc1OCC(=O)NN1C(=O)c2ccccc2C1=O,0.9,1,0.9,0,-4,-13,-5,10,1.1
Cc1ccc(-c2csc(NCCn3c(C)nc4cc(C(F)(F)F)ccc43)n2)cc1,-1.9,-5,0.99,-5,1,-2,-7,1,1
O=C(Nc1nc(-c2ccc(-c3ccccc3)cc2)cs1)C1=COCCO1,1.4,-4,0.92,-2,8,-4,0,8,1
CCO[C@H]1OC(C(=O)N2CCOCC2)=C[C@@H](c2cn(C(C)=O)c3ccccc23)[C@@H]1CCCO,-0.2,-1,0.97,4,-2,6,0,3,0.94
Cc1cc2cc(CN(CCCN3CCOCC3)C(=O)NC3CCCCC3)c(=O)[nH]c2cc1C,-2.0,-1,0.98,-4,-13,11,-9,2,0.89
O=C(CSc1ccc2ccccc2n1)N/N=C/c1ccc(O)cc1,0.5,-4,1,3,-13,-1,7,0,1
Cc1ccc(O)c(C2=NCCNC(C(F)(F)C(F)F)=C2)c1,4.3,-1,0.93,-6,-1,6,-8,7,0.94
Cc1cc(C)n(-c2nc3c(c(=O)[nH]c(=O)n3C)n2CCc2ccccc2)n1,-0.5,0,1.1,-8,-5,2,-2,-8,0.98
Cc1ccc(N(C(C)C(=O)O)S(=O)(=O)c2c(C)[nH]c(=O)[nH]c2=O)cc1 (configuration not stated),-0.8,6,0.92,2,2,-1,0,8,1
COC(=O)c1sccc1S(=O)(=O)Nc1ccc(Cl)cc1,2.9,-2,0.99,-3,7,-22,0,1,1.2
S=C(Nc1cccc2ccccc12)NC1CCCCC1,0.1,-5,1.2,-4,-1,16,-8,-20,0.83
COCC(C)Nc1ccc(S(=O)(=O)N2CCCC2)cc1[N+](=O)[O-] (configuration not stated),1.1,-2,1.1,1,6,4,-11,-7,0.96
CCCCc1ccc(C(=O)NC(C(=O)O)C(C)C)cc1 (configuration not stated),0.1,1,0.93,-2,6,5,-7,7,0.95
O=C(NCc1ccccc1)NC1(C(=O)Nc2ccc3c(c2)OCCO3)CCCCC1,-0.4,-4,1.3,-3,2,-7,-5,-31,1.1
